TWEAK-Fn14 inh: inhibitors of TWEAK-Fn14 signaling, primary screen, luciferase reporter cells, uHTS; TWEAK-stimulated Fn14 reporter cells, luciferase luminescence, 8 h; inhibition, % at 10 µM; 360,000 tested, 2% active; in the data active = inhibition above about 50%
LRH-1 inv ag: LRH-1 (NR5A2) inverse agonists, primary screen, cell-based, luminescence, HEK293T, StAR-luciferase reporter; 360,000 tested, 0.13% active; LRH-1 transfected, 24 h; AID 602396, 2012; Nuclear receptor subfamily 5 group A member 2 (Homo sapiens), O00482; inhibition, % at 3.6 µM;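 active = inhibition above the mean inhibition of all tested compounds plus 3 SD, cut at about 73% in these data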;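 note: 0% = DMSO wells and 100% = reporter-only cells lacking LRH-1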
NCOA1 inh: SRC1 coactivator transcriptional activity inhibitors, primary screen, cell-based, luminescence; Nuclear receptor coactivator 1 (Homo sapiens), Q15788; HEK293 GAL4-SRC1 luciferase reporter; inhibition, % at 3.6 µM; 360,000 tested, 0.12% active;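 active = inhibition above the campaign mean plus 3 SD, with each screening campaign given its own cutoff, cut at about 60% in these data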;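 note: 0% = DMSO treated cells and 100% = gossypol at 36 µM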
TRAIL sens C8: viability loss with TRAIL in NB7+C8 cells, primary screen, TRAIL sensitizer project, cell-based, ATPlite luminescence; inhibition (viability loss, TRAIL sensitization), % at 10 µM; 360,000 tested, 1% active; AID 624354, 2012;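 active = compounds causing at least 50% loss of cell viability in the single-dose screen, relative to plate controls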
TLR9-MyD88 inh: inhibitors of TLR9-MyD88 association in cells, primary screen, cell-based, CHO, BLA complementation, fluorescence | inhibition, % at 4.98 µM | CCF4 FRET ratio | 340,000 tested, 0.21% active | AID 504734, 2011;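 active = inhibition above the mean over all tested compounds plus 3 SD, cut at about 21% in these data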;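 note: 0% = DMSO only wells and 100% = clavulanate BLA inhibitor control wells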
Target sequence (Q99836 whole entry, looked up): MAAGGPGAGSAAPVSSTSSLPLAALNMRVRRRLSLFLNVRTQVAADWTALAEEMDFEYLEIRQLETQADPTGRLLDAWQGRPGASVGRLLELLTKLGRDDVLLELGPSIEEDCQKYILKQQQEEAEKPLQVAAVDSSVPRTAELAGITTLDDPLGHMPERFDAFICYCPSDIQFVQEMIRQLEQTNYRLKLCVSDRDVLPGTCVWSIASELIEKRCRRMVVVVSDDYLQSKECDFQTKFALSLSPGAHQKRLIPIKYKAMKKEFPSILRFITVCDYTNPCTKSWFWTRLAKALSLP
Target sequence (Q9NR96 whole entry, looked up): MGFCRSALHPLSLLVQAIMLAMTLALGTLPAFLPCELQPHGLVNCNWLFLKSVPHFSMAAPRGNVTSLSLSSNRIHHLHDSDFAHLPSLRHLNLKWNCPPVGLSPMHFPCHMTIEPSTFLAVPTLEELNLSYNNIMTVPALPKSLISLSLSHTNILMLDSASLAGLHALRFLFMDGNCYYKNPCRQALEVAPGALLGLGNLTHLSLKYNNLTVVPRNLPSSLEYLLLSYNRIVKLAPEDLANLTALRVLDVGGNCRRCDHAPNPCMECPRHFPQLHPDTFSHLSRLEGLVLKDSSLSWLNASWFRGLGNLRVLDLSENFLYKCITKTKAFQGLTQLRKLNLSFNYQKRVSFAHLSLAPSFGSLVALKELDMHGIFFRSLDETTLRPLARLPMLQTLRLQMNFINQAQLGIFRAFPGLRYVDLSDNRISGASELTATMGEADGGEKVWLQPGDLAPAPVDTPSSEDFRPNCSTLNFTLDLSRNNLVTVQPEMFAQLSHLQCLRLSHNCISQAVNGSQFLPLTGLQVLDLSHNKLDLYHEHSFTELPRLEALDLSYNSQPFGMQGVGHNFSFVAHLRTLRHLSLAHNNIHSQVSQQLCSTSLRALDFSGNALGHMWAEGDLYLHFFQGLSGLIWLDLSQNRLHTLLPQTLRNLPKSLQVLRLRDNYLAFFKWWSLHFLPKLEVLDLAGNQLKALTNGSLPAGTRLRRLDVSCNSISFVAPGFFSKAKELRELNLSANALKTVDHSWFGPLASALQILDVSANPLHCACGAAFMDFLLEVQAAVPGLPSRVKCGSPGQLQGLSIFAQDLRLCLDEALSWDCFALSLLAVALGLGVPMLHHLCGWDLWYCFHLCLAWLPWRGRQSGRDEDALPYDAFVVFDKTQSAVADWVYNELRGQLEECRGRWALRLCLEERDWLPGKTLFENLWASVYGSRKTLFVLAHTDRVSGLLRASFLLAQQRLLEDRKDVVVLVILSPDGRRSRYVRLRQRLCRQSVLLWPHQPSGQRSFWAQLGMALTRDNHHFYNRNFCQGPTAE
SRC3 inh: SRC3 coactivator transcriptional activity inhibitors, primary screen, cell-based, luminescence. Nuclear receptor coactivator 3 (Homo sapiens), Q9Y6Q9. HEK293 GAL4-SRC3 luciferase reporter. inhibition, % at 3.6 µM. 360,000 tested, 0.17% active. AID 588352, 2011;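 active = inhibition above a per-campaign cutoff, the mean of all compounds plus 3 SD, cut at about 60% in these data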;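 note: 0% = DMSO-treated cells and 100% = gossypol-treated cells at 36 µM; higher means less SRC3-driven luciferase light from the GAL4 reporter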
LMP1 NFkB inh: EBV LMP1-driven NF-kappaB luciferase reporter inhibitors, primary screen, cell-based, luminescence, single point; 350,000 tested, 0.69% active; inhibition, % at 12.5 µM; LMP1-induced NF-kappaB luciferase reporter cells; in the data active = inhibition above about 41%;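 note: 0% = neutral control wells and 100% = reference inhibitor control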
NOD2 RIPK2 PPI: NOD2-RIPK2 binding disruptors in cells, primary screen, fluorescence, CHO cells, BLA complementation | CCF4 ratio | inhibition, % at 4.98 µM | 360,000 tested, 0.38% active | AID 624267, 2012; in the data active = inhibition above about 21%;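 note: 0% = vehicle only and 100% = reference blocker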
TROY NFkB inh: inhibitors of TROY-driven NF-kB signaling, primary screen, Q293 LMP1-TROYcd cells, NF-kB luciferase, uHTS; Q293 LMP1-TROYcd NF-kB luciferase reporter, 4 h; inhibition, % at 10 µM; 360,000 tested, 0.98% active;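 active = compounds whose plate-normalised and pattern-corrected inhibition of the luciferase reporter signal at the single screening dose is 50% or more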
NCOA2 inhibitor: inhibition of GAL4-SRC2 driven luciferase reporter, primary screen, SRC2 inhibitor project, cell-based, luminescence; HEK293 GAL4-SRC2 luciferase reporter; inhibition, % at 9 µM; 370,000 tested, 0.17% active;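 active = inhibition above the mean inhibition of all tested compounds plus 3 SD, set per campaign, cut at about 52% in these data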;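 note: 0% = DMSO treated cells and 100% = cells given Gossypol at 36 µM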
COUP-TFII inh: NR2F2 transcriptional activity inhibitors, primary screen, cell-based, luciferase reporter, HEK293T, luminescence. COUP transcription factor 2 (Homo sapiens), P24468. HEK293T NGFI-A luciferase reporter. inhibition, % at 8.6 µM. 370,000 tested, 0.7% active;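 active = inhibition above a per-plate cutoff, mean inhibition of test wells between control levels plus 3 SD, cut at about 38% in these data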;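 note: cells cotransfected with COUP-TFII expression vector driving the NGFI-A reporter; 0% = median of COUP-TF2 test wells and 100% = reporter-only cells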
An asterisk follows results filed as active; i = inactive; . = not tested or not shown.

SMILES	TWEAK-Fn14 inh	LRH-1 inv ag	NCOA1 inh	TRAIL sens C8	TLR9-MyD88 inh	SRC3 inh	LMP1 NFkB inh	NOD2 RIPK2 PPI	TROY NFkB inh	NCOA2 inhibitor	COUP-TFII inh
C=CCn1c(SCC(N)=O)nnc1-c1cc2c(s1)CCC(CC)C2 (stereo not drawn)	-13	-46	-35	-7	-8	-64	-23	-2	-15	-55	-15
CCc1c(C2(O)CCCCC2)[nH]c2cnccc12	6	20	-2	-3	-3	-2	1	5	-20	-5	-4
CCOC(=O)[C@H]1[C@H]2COc3ccc(Cl)cc3[C@@H]2N2C(=O)[C@@H](C)NC(=O)[C@@]12C	-2	-9	-6	-11	-3	11	-14	1	-6	2	-1
CC(=O)Nc1ccc(C(=O)Nc2nc(-c3cc(C)n(Cc4ccccc4)c3C)cs2)cc1	1	-5	5	-1	-1	7	4	-1	1	21	8
NC(=O)C1CCN(C(=O)CSCc2ccccc2Cl)CC1	-5	-17	-12	-10	2	-5	-46	-3	-9	-15	8
Cc1cc(NC(=O)c2ccoc2C)ccc1Br	-18	-136	-134	14	0	-73	-13	2	-43	-60	-37
Cc1ccc(C(=O)C=CC=Cc2ccccc2)cc1	41	-38	-41	13	-2	-48	-9	-17	39	-58	13
O=C(NCC1CCCO1)c1ccc2c(c1)N(Cc1ccc(F)cc1)CCS2 (stereo not drawn)	-3	16	7	6	-3	2	-1	3	-18	12	-5
CN(Cc1ccccc1)S(=O)(=O)c1nnc(NC(=O)c2ccccc2)s1	3	5	4	-8	-6	8	1	-3	11	-20	4
O=C(COC(=O)c1ccccc1Br)NCC1CCCO1 (stereo not drawn)	3	-9	-17	-7	-3	4	-7	-8	-21	-10	-14
CCOc1ccccc1NC(=O)C1Cc2ccccc2CN1S(C)(=O)=O (stereo not drawn)	9	12	-8	-2	-5	-6	-9	-2	-15	-3	6
CSc1cccc(NC(=O)c2nnn(Cc3ccccc3)c2N)c1	-1	-12	-11	-3	-7	-12	-2	-6	-76	-18	-13

Molecules shown so far containing bromine (2):
SMILES	TWEAK-Fn14 inh	LRH-1 inv ag	NCOA1 inh	TRAIL sens C8	TLR9-MyD88 inh	SRC3 inh	LMP1 NFkB inh	NOD2 RIPK2 PPI	TROY NFkB inh	NCOA2 inhibitor	COUP-TFII inh
Cc1cc(NC(=O)c2ccoc2C)ccc1Br	-18	-136	-134	14	0	-73	-13	2	-43	-60	-37
O=C(COC(=O)c1ccccc1Br)NCC1CCCO1 (stereo not drawn)	3	-9	-17	-7	-3	4	-7	-8	-21	-10	-14

Next part
SMILES	TWEAK-Fn14 inh	LRH-1 inv ag	NCOA1 inh	TRAIL sens C8	TLR9-MyD88 inh	SRC3 inh	LMP1 NFkB inh	NOD2 RIPK2 PPI	TROY NFkB inh	NCOA2 inhibitor	COUP-TFII inh
CC1=C(c2ccccc2)SC2=NCCN21	7	18	6	12	-8	-15	5	5	14	-9	18
COc1cc2c3nnc(-c4ccc(F)cc4)c-3cn(Cc3ccccc3)c2cc1OC	i	-16	-7	67*	12	2	-158	67*	-133	-17	-24
Cn1c(=O)c2c(nc(CN3CCN(CCO)CC3)n2Cc2cccc3ccccc23)n(C)c1=O	9	3	-11	-12	-10	3	11	-1	-3	-5	-8
CN(C)CCCN(C(=O)c1ccc(Cl)s1)c1nc2cc3c(cc2s1)OCO3	-4	-4	-15	23	-7	-1	-3	-2	-54	-18	-9
O=C(NCCCc1ccccc1)c1ccc(CS(=O)Cc2ccc(Cl)cc2)o1 (stereo not drawn)	-5	15	12	5	-3	6	4	8	-12	-4	-3
O=C1c2ccccc2C(=O)N1CCCCc1cn(C[C@H]2CC[C@H](Cn3cc(CCCCN4C(=O)c5ccccc5C4=O)nn3)O2)nn1	37	20	18	16	-8	12	11	1	35	22	26
COc1ccc(OCC(=O)NNC(=O)Cc2coc3cc(OC)ccc23)cc1	20	10	-1	-3	2	6	-3	5	-5	-3	0
COc1ccccc1-c1nn(Cc2ccccc2)cc1C(=O)N1CCN(c2ncccn2)CC1	9	2	11	14	5	-8	-1	4	-16	-17	-2
Cc1nc(N2CCC(C(N)=O)CC2)c2nnn(Cc3ccccc3)c2n1	-4	-22	6	-15	0	8	-9	-8	7	-19	-16
COc1ccccc1N1CCN(c2cc(=O)n(-c3ccccc3Cl)c(=O)[nH]2)CC1	-1	0	7	-4	3	10	-1	-7	-15	-10	16
Cc1c(C(=O)NCc2ccc3c(c2)OCO3)sc(=O)n1Cc1ccc(S(=O)(=O)N(C)C)cc1	-2	37	3	5	.	20	.	-7	8	17	24
O=C(c1ccc(Cl)c(S(=O)(=O)N2CCOCC2)c1)N1CCCCCC1	0	7	3	12	-6	4	4	-4	20	-4	9
CCN(CC)CCNC(=O)c1ccc(NC(=O)Cc2ccccc2F)cc1	14	7	-2	-8	2	14	-1	-2	30	14	-14
C#CCO[C@@H]1C[C@H](n2cnc3c(NC(=O)c4ccccc4)ncnc32)O[C@@H]1CO	-4	3	-20	0	-4	-31	0	0	2	-9	-12
COc1ccccc1-c1nnc(NC(=O)c2ccc(S(=O)(=O)N3CCOCC3)cc2)o1	0	-15	11	1	8	-4	-4	-3	-14	-1	1
CC(NC(=O)C1CCC(C(=O)NC(C)c2ccccc2)CC1)c1ccccc1 (stereo not drawn)	12	0	16	-1	7	-5	1	5	-10	3	10
CC(C)OC(=O)CC(=O)CSc1nc2c(cc1C#N)CCCCCC2	-6	-10	-21	2	4	-8	-7	-7	-43	-2	9
Cc1cccc(C)c1NC(=O)c1ccc2sc([C@@H]3O[C@H](CO)[C@H](O)[C@H](O)[C@H]3O)nc2c1	-1	4	13	-9	.	-2	.	1	5	-8	1
O=C(CCCC(=O)N(c1ccc2c(c1)OCCO2)C(C(=O)NC1CCCCC1)c1ccc(F)cc1)Nc1ccccn1 (stereo not drawn)	36	17	1	11	-3	7	3	-10	9	-2	20
CC(C)(C)n1nnnc1C(c1cccs1)N(Cc1cccnc1)CC1CCCO1 (stereo not drawn)	11	22	1	9	5	7	-1	-1	-1	2	7
c1ccc(-c2cc(-c3ccccc3)on2)cc1	-17	-93	-114	22	-1	-103	-10	-2	-52	-86	-30
OC[C@@H]1CN(Cc2ccc3c(c2)OCO3)C[C@H](n2cnc3c(NC4CC4)ncnc32)O1	0	-1	8	-18	.	0	.	0	-1	-1	-34
COC(=O)[C@@]12C[C@@H](CC(=O)N3CCOCC3)C(=O)N(Cc3cccc4ccccc34)C1=CCC(C)(C)C2	.	6	.	-2	.	.	.	2	.	5	10
FC(F)(F)c1cnc(-c2cnc3c(-c4ccc(Cl)cc4)cnn3c2)c(Cl)c1	5	7	-17	2	2	-1	4	11	-1	-3	-3

Compound profiles, from the list above. Screens in order: TWEAK-Fn14 inh, LRH-1 inv ag, NCOA1 inh, TRAIL sens C8, TLR9-MyD88 inh, SRC3 inh, LMP1 NFkB inh, NOD2 RIPK2 PPI, TROY NFkB inh, NCOA2 inhibitor, COUP-TFII inh
FC(F)(F)c1cnc(-c2cnc3c(-c4ccc(Cl)cc4)cnn3c2)c(Cl)c1 is entered as 5, 7, -17, 2, 2, -1, 4, 11, -1, -3, -3
Cn1c(=O)c2c(nc(CN3CCN(CCO)CC3)n2Cc2cccc3ccccc23)n(C)c1=O is entered as 9, 3, -11, -12, -10, 3, 11, -1, -3, -5, -8
CSc1cccc(NC(=O)c2nnn(Cc3ccccc3)c2N)c1 is entered as -1, -12, -11, -3, -7, -12, -2, -6, -76, -18, -13

(continued)
SMILES	TWEAK-Fn14 inh	LRH-1 inv ag	NCOA1 inh	TRAIL sens C8	TLR9-MyD88 inh	SRC3 inh	LMP1 NFkB inh	NOD2 RIPK2 PPI	TROY NFkB inh	NCOA2 inhibitor	COUP-TFII inh
COc1ccc(CC(=O)NCCS(=O)(=O)N2CCN(c3ccccc3)CC2)cc1	1	-6	3	-7	3	-7	1	0	-2	-6	2
COc1cccc(C(=O)Nc2nc(SCc3ccc(Cl)cc3)n[nH]2)c1	9	-18	-2	-4	12	3	-1	7	9	-2	16
CC1=NNC(=O)C1C(c1ccc(F)cc1)C(C#N)C#N (stereo not drawn)	11	7	-11	-7	-9	2	1	13	12	6	2
CCOc1ccc2oc(C(=O)NCC3CCCO3)c(C)c2c1 (stereo not drawn)	0	-82	-48	-11	-1	-56	-11	1	-43	-60	-17
O=C(c1ccc(N2C(=O)C3CC=C(Cl)CC3C2=O)cc1)N1CCCCC1 (stereo not drawn)	-35	6	-26	-7	-5	-20	-1	-10	-39	-18	2
O=C(NCc1ccccc1)c1ccc(=O)[nH]n1	-12	-2	-4	2	2	10	-13	-4	-17	4	5
COc1ccc2c(CC(=O)OCC(=O)Nc3cccc(C)c3)coc2c1	-7	24	3	-2	7	8	2	-4	-2	-7	7
Cc1ccc(CN(C(=O)N2CCN(C)CC2)S(=O)(=O)c2ccc(C)cc2)cc1	3	-7	-2	13	4	3	-4	0	-5	-9	2
COc1ccc(-n2c(=O)c3ccccc3n(CC(=O)NCc3ccco3)c2=O)cc1	28	2	0	43	-7	29	3	-7	14	-6	-6
CN(Cc1cc(=O)n2ccsc2n1)c1ccccc1	-2	12	3	4	5	11	-2	-9	-25	-14	-10
Cc1ccc([C@H]2C(C(=O)O)=CC[C@@H](c3cccs3)N2S(=O)(=O)c2ccc(C)cc2)cc1	10	-3	9	-7	-1	3	-4	-9	8	2	19

Not all compounds are listed. The share of hits here may be higher or lower than overall.
